# HCV NS3 hel inh = inhibitors of Hepatitis C virus NS3 helicase; NS3 helicase DNA unwinding, Cy5 molecular beacon fluorescence; inhibition, % at 10.9 µM; actives 0.56% (n = 290,000);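 active = inhibition above the mean of all tested compounds plus 3 SD, set per campaign, cut at about 35% in these data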;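 also: 0% = DMSO wells and 100% = thioflavine S control wells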
#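 assay system = NS3 helicase fragment of HCV | buffer or medium = MOPS pH 6.5, MgCl2, DTT, Tween20, BSA | timing = 60 min unwinding reaction at 25 °C after ATP addition | signal = Cy5 beacon fluorescence read at start and 1 h | read-out basis = % inhibition of unwinding | control set = low DMSO, high thioflavine S at 110 µM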
# UBC9 SUMO inh = SUMOylation inhibition. P63279. HTRF SUMOylation assay, SAE1/SAE2 + UBC9, in vitro. inhibition, % at 35 µM. actives 0.36% (n = 290,000). AID 2006; in the data active = inhibition above about 50%, passing the limit was not always enough; also: strong numbers were not always called active
# Target sequence (P63279 whole entry, looked up): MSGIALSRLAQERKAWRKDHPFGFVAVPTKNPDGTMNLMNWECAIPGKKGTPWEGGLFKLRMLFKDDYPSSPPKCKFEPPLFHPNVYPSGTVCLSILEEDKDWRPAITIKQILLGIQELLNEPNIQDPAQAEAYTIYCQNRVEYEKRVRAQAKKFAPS
# M18AAP inhibitor = PfM18AAP enzyme inhibition; recombinant PfM18AAP, H-Glu-NHMec fluorogenic cleavage; inhibition, % at 7.35 µM; actives 1.2% (n = 290,000); AID 1822;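 active = inhibition above the campaign mean inhibition over all tested compounds plus 3 SD, cut at about 28% in these data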;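 also: 0% = plate median of test compound wells and 100% = 2 mM ZnCl2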
# IMP-1 inh = inhibitors of Pseudomonas aeruginosa IMP-1 metallo-beta-lactamase. inhibition, % at 5.6 µM. purified IMP-1, nitrocefin hydrolysis, epi-absorbance fluorescence. actives 0.45% (n = 290,000). AID 1556;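 active = inhibition above the mean plus 3 SD of all compounds in the same screening run, cut at about 4.5% in these data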;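 also: 0% = IMP-1 with DMSO and 100% = DMSO wells lacking enzyme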
#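 Test system: recombinant IMP-1 enzyme, purified / Medium: HEPES buffer pH 7.1 with ZnSO4 and Brij 35 / Doses: single dose, 5.6 µM / Times: 25 °C, 15 min preincubation, 25 min reaction / Detection: Epi-absorbance via hydrolysed-nitrocefin quenching of white-plate fluorescence, 480/530 nm, EDTA stop / Evaluation: percent inhibition from optical density relative to buffer-blank wells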
# MEKK2 WT-MEK5 = raises or lowers MEK5 binding to wildtype human MEKK2 PB1 domain; AID 1531; binding response (% of control), % at 10 µM; bead flow cytometry, Alexa488-MEK5 binding to MEKK2 WT; actives lie on both sides; Q9Y2U5; actives 1.1% (n = 290,000); in the data active = binding response below about 67% or above about 130%
# VIM-2 inh = blocks Pseudomonas aeruginosa VIM-2 metallo-beta-lactamase. purified VIM-2, nitrocefin hydrolysis, epi-absorbance fluorescence. inhibition, % at 5.6 µM. actives 0.89% (n = 290,000). AID 1527;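 active = inhibition above the mean of all tested compounds plus 3 SD, cutoff set per screening run, cut at about 7.5% in these data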;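 also: red hydrolysis product quenches plate fluorescence so inhibitors raise well fluorescence; 0% = enzyme with DMSO and 100% = DMSO without enzyme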
# FID counter = counter-screen for HCV NS3 helicase inhibitors: DNA intercalator displacement. actives 0.17% (n = 290,000). inhibition, % at 7.9 µM. AID 1845. DNA fluorescent intercalator displacement, fluorescence; in the data active = inhibition above about 37%;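 also: 0% = vehicle and 100% = reference compound; higher means more ethidium bromide displaced from hairpin DNA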
# MEKK2 mut-MEK5 = signal of MEK5 binding to mutant human MEKK2 PB1 domain. bead flow cytometry, Alexa488-MEK5 binding to MEKK2 mutant. actives 0.35% (n = 290,000). percent response, % at 10 µM; in the data active = percent response above about 24%, passing the limit was not always enough; also: inactives centre near 1; some results filed as inactive read as strong as hits
# NALP1 yeast inh = blocks the NALP1 inflammasome reconstituted in yeast | S. cerevisiae NALP1/ASC/caspase-1 growth, X-gal OD620, 72 h | inhibition, % at 10 µM | actives 0.61% (n = 280,000) | AID 2071; in the data active = inhibition mostly above about 24%, no sharp cut-off; inactive = mostly below about 32%; also: some compounds called inactive have numbers as strong as hits
# Numbers without * were called inactive; x = no result given.
SMILES,HCV NS3 hel inh,UBC9 SUMO inh,M18AAP inhibitor,IMP-1 inh,MEKK2 WT-MEK5,VIM-2 inh,FID counter,MEKK2 mut-MEK5,NALP1 yeast inh
Cc1c(C(=O)N2CCOCC2)c(S(=O)(=O)Nc2ccc(Br)cc2F)c(C)n1C,3,13,6,-2.6,100,-0.8,-15,4,0
CC1(C)CC(=O)C=C(NC2=CC3OC(c4ccccc4)OCC3OC2=O)C1 (stereo not drawn),1,10,5,-0.2,92,-3.3,-9,-4,27
COC(=O)c1cn(NC(=O)c2ccc(F)cc2)c(=O)c2ccccc12,6,27,-1,-2.5,99,-1.0,-6,2,10
Cc1ccc(S(=O)(=O)NCc2nc(-c3ccccc3)no2)cc1,-3,10,-6,0.0,95,-0.7,-19,-5,18
CN(C)c1ccc(/C=N/NC(=O)c2ccc(Cn3cc(Br)cn3)o2)cc1,9,2,-7,-1.2,97,-4.4,-17,-2,22
CCN(CC)CCN(C(=O)/C=C/c1cccs1)c1nc2ccc(C)cc2s1,-33,-2,3,-0.7,160*,-0.5,30,17,19
Cc1[nH]c2ccccc2c1/C=N/NC(=O)c1cccc(Br)c1,-14,-7,5,-2.9,42*,-4.0,8,64*,4
CCOC(=O)c1nnn(-c2ccc(OC)cc2)c1N,2,-46,-1,-1.8,102,-1.3,4,4,-57
COc1cc(S(=O)(=O)n2nc(C)cc2C)ccc1Cl,-12,6,-3,-1.9,105,-0.9,-9,5,0
CCCn1c(=O)c2ccccc2n2c(SCCOc3ccc(OC)cc3)nnc12,-10,26,3,-4.0,99,-0.2,-6,5,4
O=C(COc1ccc2ccccc2c1)NNC(=O)c1cccs1,10,-3,3,2.4,107,-1.9,-6,11,13
Cc1cc(OCC(=O)N(C)Cc2ccccc2)ccc1Br,-20,0,-12,-0.7,102,0.1,-22,1,20
CC(=O)Oc1ccc2occ(/C=N/c3cc(=O)[nH]c(=S)[nH]3)c(=O)c2c1,3,12,35*,-1.6,101,1.6,-5,-1,x
Cn1c(Cc2cccc3ccccc23)nnc1SCc1ccc([N+](=O)[O-])cc1,-17,-3,10,0.3,121,1.9,-20,9,44
O=C1CC(c2nc3ccccc3[nH]2)CN1c1cccc(C(F)(F)F)c1 (stereo not drawn),-1,-11,2,-2.2,92,-0.3,-11,8,22
CC(=O)Cn1cnc2sc(-c3ccccc3)cc2c1=O,2,5,1,-1.0,101,0.4,-10,7,4
CC1=NN(Cc2ccccc2)C(=O)C1C(c1ccncc1)C(C#N)C#N (stereo not drawn),-1,-34,2,1.0,69,0.7,-5,-3,x
Cc1cc(C)cc(-n2ncc3c2CCCC3NC(=O)c2csnn2)c1 (stereo not drawn),-2,-6,2,-0.3,103,-2.0,-43,1,2
Cc1cccc2c1cnn2C(=O)CCC(=O)N1CCC(C)CC1,-5,-4,-6,-4.9,98,-0.8,-39,0,14
CCNC(=O)N1CCCC(C(=O)c2ccc(-c3ccccc3)cc2)C1 (stereo not drawn),0,10,-14,-4.0,103,-2.8,-33,4,3
COc1ccc(NC(=O)CS(=O)c2cccc(Cl)c2)cc1 (stereo not drawn),6,6,2,-0.7,96,-1.5,-9,-2,2
N/C(=N\OC(=O)Cc1ccc(Cl)cc1)c1cccnc1,-17,-13,-3,-1.1,106,-1.5,-6,2,12
O=C(c1ccoc1)N1CCCC(N2CCN(c3ccc(F)cc3)CC2)C1 (stereo not drawn),-1,7,-2,-0.9,112,-1.5,-10,5,16
Cc1cc2c3c([nH]c2cc1S(=O)(=O)NCc1ccc(CN2CCCCCC2)o1)CC(C)(C)CC3=O,-9,5,16,-2.3,111,-3.3,18,5,10

# Arranged by length of the SMILES (lowest first): 3 of the compounds above
SMILES,HCV NS3 hel inh,UBC9 SUMO inh,M18AAP inhibitor,IMP-1 inh,MEKK2 WT-MEK5,VIM-2 inh,FID counter,MEKK2 mut-MEK5,NALP1 yeast inh
O=C1CC(c2nc3ccccc3[nH]2)CN1c1cccc(C(F)(F)F)c1 (stereo not drawn),-1,-11,2,-2.2,92,-0.3,-11,8,22
CC(=O)Oc1ccc2occ(/C=N/c3cc(=O)[nH]c(=S)[nH]3)c(=O)c2c1,3,12,35*,-1.6,101,1.6,-5,-1,x
Cc1cc2c3c([nH]c2cc1S(=O)(=O)NCc1ccc(CN2CCCCCC2)o1)CC(C)(C)CC3=O,-9,5,16,-2.3,111,-3.3,18,5,10

# (cont.)
SMILES,HCV NS3 hel inh,UBC9 SUMO inh,M18AAP inhibitor,IMP-1 inh,MEKK2 WT-MEK5,VIM-2 inh,FID counter,MEKK2 mut-MEK5,NALP1 yeast inh
Cc1nn(CC(=O)NCCCc2ccccc2)c(=O)c2cc3occc3n12,2,-9,-2,-1.8,105,-2.3,-18,1,18
COc1ccc(NC(=O)c2ccc(S(=O)(=O)N3CCOCC3)o2)cc1,0,17,4,-1.5,100,-2.8,-3,3,12
CCC(C)Oc1cccc(C(=O)Nc2ccccc2N2CCOCC2)c1 (stereo not drawn),-4,18,2,-5.6,91,-4.3,-15,-5,12
O=C(NC(N1CCOCC1)C(Cl)(Cl)Cl)c1cc([N+](=O)[O-])cc([N+](=O)[O-])c1 (stereo not drawn),2,18,-2,-5.1,93,-3.8,-7,-11,6
CCOC(=O)N1CCC(N(CCN(C)C)C(=S)Nc2cc(C)ccc2C)CC1,2,-9,-6,-2.1,106,-1.7,1,0,10
CN(C)S(=O)(=O)c1ccc(Cl)c(C(=O)NCC2CCCCC2)c1,-11,-7,0,-1.2,103,-0.9,-18,-5,27
O=C(NCC1CCCO1)C1CCN(S(=O)(=O)c2ccccc2)CC1 (stereo not drawn),9,23,-1,-1.1,97,-2.7,-1,-2,3
CCCc1c(O)nc(SCC(=O)O)[nH]c1=O,-3,5,-1,-1.9,98,-2.2,7,-2,1
COc1ccc(/C=C2\CCc3ccccc3C2=O)cc1CN1CCOCC1,-29,8,1,-2.5,118,-1.9,-1,25,-6
COc1ccccc1CNS(=O)(=O)c1ccc(Cl)s1,7,6,0,-3.6,102,-0.9,-12,4,0
CCCN(C(=O)c1ccco1)c1nnc(-c2ccccc2C)s1,-6,-11,0,-0.4,87,-0.2,-23,-10,-2
Cc1nc2ccccc2n1CC(=O)NN,5,4,-14,-4.0,108,-2.8,-7,5,-3
O=C(CSc1nnc(-c2cccnc2)n1Cc1ccco1)N1CCc2ccccc21,2,-2,-11,-3.2,88,-3.1,-22,-6,13
Cn1c2ccccc2n2c(=O)c(=O)n(CC(=O)N3CCCc4ccccc43)nc12,13,13,-5,-3.1,103,-0.2,-1,2,-2
O=C(COC(=O)c1c[nH]c(=O)[nH]c1=O)NCc1ccccc1,2,11,-3,2.1,88,-1.8,0,-10,11
CCOc1ccc(CCNC(=O)c2cccnc2N2CCCC2)cc1OCC,3,25,-7,-2.8,95,-1.2,-11,-6,2
Cc1cc(S(=O)(=O)NC(C)C)ccc1OCC(=O)Nc1ccc2c(c1)OCCO2,4,5,-5,-2.8,93,-3.4,-11,-8,-11
Cc1ncc([N+](=O)[O-])n1S(=O)(=O)c1cc(Cl)ccc1Cl,6,16,2,-2.3,102,-2.2,2,5,-10
Cc1cc(C)c2[nH]c(=O)c(CN(Cc3cccs3)C(=S)NCC3CCCO3)cc2c1 (stereo not drawn),8,-22,-2,-1.7,94,-1.2,-4,-3,35
O=C(Nc1ccc(Br)cc1)c1cc(-c2cccs2)on1,-3,11,-1,11*,104,-1.1,-4,-1,18
O=S(=O)(Nc1ccc(N2CCCCC2)cc1)c1ccccc1,5,-1,19,-5.1,93,-3.6,-5,-2,8
COc1cccc(NC(=O)c2cccc(C(=O)Nc3cccc(OC)c3)c2)c1,-18,3,-5,-4.7,106,-0.9,-12,5,2
Cc1[nH]c2ccccc2c1C(=O)CSc1ccccn1,8,-13,11,-3.2,96,-5.0,1,-9,-8
O=C(COC(=O)Cc1ccccc1F)Nc1cccc(S(=O)(=O)NC2=NCCCCC2)c1,-1,22,0,-3.2,106,-3.1,-21,-2,-6
CCC1CCCCN1C(=O)CSc1nnc(-c2cccs2)o1 (stereo not drawn),5,14,-3,-2.9,100,-2.6,-20,2,4
O=C(CCC(=O)N1CCCCCC1)NCc1ccc(F)cc1,4,5,2,-3.3,94,-2.1,-10,-2,5
Cc1cccc(OCCCC(=O)NCc2ccco2)c1,7,2,0,-2.6,102,-1.3,-3,7,14
COc1nc(Nc2ccc(O)cc2)nc(OC(C(F)(F)F)C(F)(F)F)n1,1,-22,1,-1.5,92,-2.2,-2,-5,1
O=C(NCCc1ccc(Cl)cc1)C1CCN(S(=O)(=O)c2cccs2)CC1,-5,-2,0,-2.9,97,-0.5,-21,-2,10
CCN(CC)C(=O)C1CCCN(c2ncnc3c2cnn3-c2ccc(Cl)cc2)C1 (stereo not drawn),-23,0,3,-1.6,107,-0.4,-52,2,14
c1cncc(-c2nn3c(Cn4cnc5ccccc54)nnc3s2)c1,-1,10,11,-5.8,103,0.0,-5,3,16
O=C(Nc1ccc2c(c1)nc1n2CCSC1)c1ccco1,-1,21,0,-1.9,103,-2.1,0,0,-14
COc1cccc(NC(=O)CSc2nnnn2C2CCCC2)c1,11,14,-10,-0.9,102,-1.0,-13,6,10
COC(c1ccccc1)c1nnc(CCC(=O)NCc2cccc(-n3cccn3)c2)o1 (stereo not drawn),-4,4,-5,-2.4,91,-2.2,-20,-9,-4
COc1ccc2nc(C)cc(SCC(=O)OC(C)C)c2c1,-5,-6,-1,-5.8,98,-1.5,-17,0,1
Cc1cc(N2CCC(N(C)C3CCCC3)CC2)nc2cc(O)ccc12,9,24,-4,-2.4,142*,-2.1,24,24*,17
C=C1N(c2cccc(Cl)c2)C(=O)OC1(C)C,-1,6,-6,-4.0,88,-2.7,-2,-8,15
NNC(=O)CNS(=O)(=O)c1ccc([N+](=O)[O-])cc1,0,9,35*,-2.6,101,-4.3,-2,1,-1
CC(C)NS(=O)(=O)c1ccc2c3c(cccc13)CC2,20,5,-9,-1.1,73,0.4,-8,-9,7
O=C(CSc1nnc(-c2ccccc2)n1-c1ccccc1)N1c2ccccc2Sc2ccccc21,-4,14,9,-3.0,x,-1.7,-5,x,18
CCN(CC)NC(=O)Nc1ccccc1,-2,5,-7,-1.5,85,-1.5,-1,-13,-2
O=[N+]([O-])c1cccc(CN2CCN(Cc3ccco3)CC2)c1,1,22,6,1.0,95,-1.8,7,0,12
C=C(C)Cn1c(CCn2c3ccccc3c3ccccc32)n[nH]c1=S,4,0,14,-4.1,102,-3.2,-36,4,-33
Oc1c(C(Nc2ccccn2)c2ccccn2)ccc2cccnc12 (stereo not drawn),4,-109,3,-3.9,x,-0.7,-4,x,-2
CCc1cccc2c(C(=O)CSc3nncn3C)c[nH]c12,-7,15,-5,0.2,92,-0.4,-1,-4,-3
Cc1cc2c(cc1S(=O)(=O)N1CCN(c3cccc(C)c3C)CC1)OCCN2C,-9,1,7,-2.1,103,-1.8,-36,1,12
CCN1C(=O)/C(=C\N2CCN(C(=O)c3ccco3)CC2)SC1=S,-5,-2,6,-0.8,91,-3.3,-3,-16,-10

# From PubChem BioAssay
